SDO1 yeast rescue: sdo1-depleted yeast growth rescue. AID 817. S. cerevisiae sdo1-depleted JHY4D growth rescue, OD600 30 h; stronger effect = higher value; pdr5 snq2 efflux-pump mutant strain. 0.21% of 140,000 active. z-score at 10 µM;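 active means z-score above 3 at both the 24 hr and the 30 hr optical density reads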;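 further: z-score against mean and SD of all compound wells on the same plate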
INS promoter inh: TRM-6 insulin promoter activity inhibition; TRM-6 cells (human fetal islet line), insulin promoter-eGFP reporter, imaging; reporter expression induced with tamoxifen; inhibition, % at 2 µM; 0.9% of 130,000 active; AID 1273;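 active means inhibition above the mean plus 3 SD, with well images judged a real hit on visual review, cut at about 60% in these data, passing the limit was not always enough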
SDO1 yeast rescue Rescue 24 h: second read-out of SDO1 yeast rescue, no call of its own (marks repeat the call); z-score; S. cerevisiae sdo1-depleted JHY4D growth rescue, OD600; measured here: growth rescue at 24 h;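 0 is the plate mean of compound wells and units are plate SD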
* = called active by the depositor; x = not tested or not shown.

SMILES | SDO1 yeast rescue | SDO1 yeast rescue Rescue 24 h | INS promoter inh
O=C(Nc1ccc(F)cc1)N(Cc1cccs1)Cc1cc2cc3c(cc2[nH]c1=O)OCO3 | -0.82 | 0.15 | -12
COc1cc(/C=N/NC(=O)c2cccnc2)ccc1OC(=O)c1ccc([N+](=O)[O-])cc1 | x | x | 0
Cn1c2c(c(=O)n(C)c1=O)C(C(F)(F)F)(C(F)(F)F)N=C(c1ccc(Cl)cc1)N2 | -0.95 | 0.95 | -73
CC(=O)/C=C\c1cn(-c2ncc(C(F)(F)F)cc2Cl)c2ccccc12 | -1.1 | -0.81 | 3
CCOc1ccc(C(CC(=O)O)NC(=O)C23CC4CC(CC(C4)C2)C3)cc1 (stereo unspecified) | 0.73 | 1.5 | 26
N#Cc1cn(CC(=O)NCC2CCCO2)c2ccccc12 (stereo unspecified) | -0.13 | -0.26 | 43
O=C(CSc1nnc(CNC(=O)c2ccco2)o1)Nc1nc2ccccc2s1 | x | x | 50
Cc1ccc(C(=O)CCNc2ccccc2)o1 | 0.3 | 0.01 | -12
O=C(N/N=C/c1sc(=O)n(-c2ccccc2)c1Cl)c1ccccc1 | -1.4 | -1.6 | -6
Cc1ccc(S(=O)(=O)N2CCN(C(=O)CSc3nnnn3C)CC2)c(C)c1 | x | x | -47
COc1cc(C2N(c3ccc(Cl)c(Cl)c3)C(=O)C3CCCN32)cc(OC)c1OC (stereo unspecified) | -0.08 | -0.88 | x
OCCN1CCN(c2ncnc3c2sc2nc(N4CCOCC4)c4c(c23)CCC4)CC1 | -0.55 | -1.6 | x
Cc1ccc(CNC(=O)CCCc2nc3ccccc3s2)cc1 | 0.74 | 1 | 13
COc1ccc(N(Cc2cc3ccc(C)cc3[nH]c2=O)C(=O)c2ccco2)cc1 | 0.5 | 0.64 | 20
Cc1ccc(C(=O)N2CCN(c3ncccn3)CC2)cc1S(=O)(=O)N1CCCCC1 | 0.64 | -0.75 | 41
CCOC(=O)Cn1c(=O)oc2cc(S(=O)(=O)Nc3c(C)cc(C)cc3C)ccc21 | 0.08 | 1.6 | x
O=C(Cc1ccccc1)Nc1ccccc1C(=O)Nc1ccc(C(=O)O)cc1 | x | x | -18
CCN(CC)c1nc2c3c(nc4c(c3c1C#N)CC(=O)N4c1ccc(Cl)cc1)NC(C)=N2 | 0.68 | 0.6 | x
Cc1ncc([N+](=O)[O-])n1CC(C)O (stereo unspecified) | 0.65 | 1.1 | 38
CCN(CC)S(=O)(=O)c1ccc(N2CCOCC2)c(NC(=O)c2ccccc2)c1 | 1.7 | 1.8 | -38
Cc1nnc(SCC(=O)NC(=O)NC(C)(C)C)s1 | x | x | 57
Cc1ccsc1C(=O)OCC(=O)Nc1ccc(Cl)cc1C(F)(F)F | -0.83 | -0.3 | x
Cc1ccc(Nc2nc(N)nc(CSc3nnnn3-c3ccccc3)n2)cc1 | -0.5 | 1.2 | 40
CN(C)S(=O)(=O)Nc1ccccc1C(N)=O | 1.1 | 1.4 | 12
Cc1ccc(Cl)cc1NC(=O)CCC(=O)Nc1cc(Cl)ccc1C | -0.28 | -0.01 | 8
CC(C)(C)NC(=O)CC(CC(=O)O)c1ccccc1 (stereo unspecified) | 1.1 | 0.87 | x
COc1cc(C2=NC(CO)(CO)CO2)cc(OC)c1OC | x | x | 55
O=C(COc1ccccc1)NNc1nc2c(F)cc(F)cc2s1 | x | x | 0
O=c1c2ccccc2nc(-c2ccc(Cl)cc2Cl)n1O | x | x | -31
CN(C)CCNC(=O)CN1C(=O)COc2ccc(C(C)(C)C)cc21 | 0.18 | 0.01 | x

Brought forward from above: four compounds, then new ones.
SMILES | SDO1 yeast rescue | SDO1 yeast rescue Rescue 24 h | INS promoter inh
COc1cc(C2=NC(CO)(CO)CO2)cc(OC)c1OC | x | x | 55
O=C(COc1ccccc1)NNc1nc2c(F)cc(F)cc2s1 | x | x | 0
O=c1c2ccccc2nc(-c2ccc(Cl)cc2Cl)n1O | x | x | -31
CN(C)CCNC(=O)CN1C(=O)COc2ccc(C(C)(C)C)cc21 | 0.18 | 0.01 | x
Cc1ccc(S(=O)(=O)NNc2ccccc2)c(C)c1 | 1.1 | 0.72 | 34
O=C(Nc1ccc(Cl)c([N+](=O)[O-])c1)c1ccncc1 | 0.44 | 0.99 | x
Cc1cccc(C(=O)NC(=S)NNC(=O)c2ccccc2Cl)c1 | 0.35 | 0.94 | 0
Brc1ccc(CSc2nnc(-c3ccccn3)n2Cc2ccco2)cc1 | -1.1 | -0.72 | 0
O=C1C2CC=CCC2C(=O)N1c1ccc(NCCc2cccc(F)c2)c([N+](=O)[O-])c1 (stereo unspecified) | 1.1 | 0.33 | 12
CCn1c(CNc2ccc(Cl)cc2)nnc1SCC(=O)OC1CCCCC1 | -0.64 | -0.04 | 67
C/C=C/C=N/NC(=O)CN(c1ccc(Br)cc1)S(=O)(=O)c1ccccc1 | -0.13 | -0.35 | 3
C=CCNc1nc(SCC=C)nc2ccsc12 | -0.47 | -0.38 | 83*
C/C(=N\OC(=O)c1ccc(Cl)cc1)c1sc(-c2ccccc2)nc1C | -0.09 | 2.8 | -15
Cn1c(=O)c(Nc2ccc(O)cc2)c2c3c(cccc31)C(=O)c1ccccc1-2 | -1.6 | -0.63 | 19
CC1c2nc3ccccc3n2C(CC(=O)NC2CC2)C(=O)N1Cc1ccccc1 (stereo unspecified) | x | x | -36
CCN(CC)C(=O)CSc1nc(O)cc(=O)n1-c1ccccc1OC | x | x | 23
CCCn1c(=O)c2ccccc2n2c(SCC(=O)/C(C#N)=C(\C)N)nnc12 | 1 | 0.53 | x
CCOC(=O)N1CCN(C(=O)C(NS(=O)(=O)c2cccc3nsnc23)c2ccccc2)CC1 (stereo unspecified) | -0.05 | -1.4 | 14
Cc1ccccc1OCc1nc2ccccc2c(=O)n1N | -1.1 | -1.3 | 33

Reprinted from the part before: 5 entries; new compounds follow.
SMILES | SDO1 yeast rescue | SDO1 yeast rescue Rescue 24 h | INS promoter inh
CC1c2nc3ccccc3n2C(CC(=O)NC2CC2)C(=O)N1Cc1ccccc1 (stereo unspecified) | x | x | -36
CCN(CC)C(=O)CSc1nc(O)cc(=O)n1-c1ccccc1OC | x | x | 23
CCCn1c(=O)c2ccccc2n2c(SCC(=O)/C(C#N)=C(\C)N)nnc12 | 1 | 0.53 | x
CCOC(=O)N1CCN(C(=O)C(NS(=O)(=O)c2cccc3nsnc23)c2ccccc2)CC1 (stereo unspecified) | -0.05 | -1.4 | 14
Cc1ccccc1OCc1nc2ccccc2c(=O)n1N | -1.1 | -1.3 | 33
CC(=O)OC(C(=O)NCc1ccco1)c1cccnc1 (stereo unspecified) | 0.77 | 1.2 | 76*
COc1ccccc1N1CCN(CCCCCCOc2ccc(F)cc2)CC1 | -0.82 | -1.4 | -29
Cc1noc(C)c1COc1ccc(C(=O)Nc2ccccc2)cc1 | x | x | -40
COC(=O)c1ccc(CSc2nnc3sc4ccccc4n23)o1 | 0.73 | 0.84 | x
COc1ccc(CCNC(=O)c2sc(=S)n(C)c2N)cc1 | -0.89 | -1.2 | -15
N=c1c2c(-c3ccccc3)c(-c3ccccc3)n(Cc3ccco3)c2ncn1CCCn1ccnc1 | -0.87 | -0.32 | -85
N/C(=N\NC(=O)c1sccc1OCc1ccc(Cl)cc1Cl)c1ccccn1 | x | x | -41
CN(C)S(=O)(=O)c1cccc(NS(=O)(=O)c2ccc(Cl)s2)c1 | 1.3 | 0.23 | 0
C/C(Cc1ccccc1)=N\NC(=O)CCCCCC(=O)N/N=C(\C)Cc1ccccc1 | 0.13 | -0.25 | 35
O=C(COC(=O)c1ccccn1)NC12CC3CC(CC(C3)C1)C2 | 0.48 | 0.49 | 0
O=C(COC(=O)c1ccc(F)cc1F)NC1CC1 | x | x | 0
CC(NC(=O)CSc1nc(=O)cc(N)n1-c1ccccc1)c1ccccc1 (stereo unspecified) | 1.2 | 0.28 | 7
CCCn1nc(CC(=O)OCC)c2ccccc2c1=O | 0.9 | 0.37 | -31
CCc1nnc(NC(=O)c2cccnc2)s1 | 0.18 | 0.2 | 12
CC(=O)O[C@]1(C(C)=O)CC[C@H]2[C@@H]3C=C(Cl)C4=CC(=O)CC[C@]4(C)[C@H]3CC[C@@]21C | -0.19 | 0.15 | -5

Entries of single compounds, looked up by structure.
COC(=O)c1ccc(CSc2nnc3sc4ccccc4n23)o1 across the screens: SDO1 yeast rescue = 0.73; SDO1 yeast rescue Rescue 24 h = 0.84; INS promoter inh = x
CC(=O)OC(C(=O)NCc1ccco1)c1cccnc1 (stereo unspecified) across the screens: SDO1 yeast rescue = 0.77; SDO1 yeast rescue Rescue 24 h = 1.2; INS promoter inh = 76*
CC(=O)O[C@]1(C(C)=O)CC[C@H]2[C@@H]3C=C(Cl)C4=CC(=O)CC[C@]4(C)[C@H]3CC[C@@]21C across the screens: SDO1 yeast rescue = -0.19; SDO1 yeast rescue Rescue 24 h = 0.15; INS promoter inh = -5

(cont.)
SMILES | SDO1 yeast rescue | SDO1 yeast rescue Rescue 24 h | INS promoter inh
COC(=O)c1c(C)nc(C)c2c(=O)oc3ccccc3c12 | -0.51 | -0.81 | -11
COc1cc(/C=C2\SC(=S)NC2=O)ccc1OS(=O)(=O)c1ccccc1 | -1.2 | -0.27 | -27
Nc1c(C(=O)NCC2CCCO2)c2nc3ccccc3nc2n1-c1ccccc1 (stereo unspecified) | -0.82 | -0.51 | -21
CCN(CC)S(=O)(=O)c1ccc(C)c(NC(=O)CSc2nc3ccccc3[nH]2)c1 | 0.46 | 0.24 | -33
Fc1ccccc1NC(=S)N(CCN1CCCCC1)Cc1ccco1 | x | x | -33
CC1(C)Cc2ccccc2C(/C(=N\Nc2cccc(Cl)c2)C(N)=O)=N1 | -0.84 | -0.28 | -14
CCCNC(=O)NC(=O)CSc1ncc(C(F)(F)F)cc1Cl | -0.2 | 0.21 | 0
CCOCCCNC(=O)C(NC(=O)c1ccc(=O)[nH]c1)c1ccc(Cl)cc1 (stereo unspecified) | 0.73 | 0.24 | x
CCn1c2ccccc2c2cc(NC(=O)CCCN3C(=O)CCC3=O)ccc21 | 0.57 | 0.16 | 42
CO[C@H]1C=CO[C@@]2(C)Oc3c(C)c(O)c4c(O)c(c(C=NN5CCN(C)CC5)c(O)c4c3C2=O)NC(=O)C(C)=CC=C[C@H](C)[C@H](O)[C@@H](C)[C@@H](O)[C@@H](C)[C@H](OC(C)=O)[C@@H]1C | 1.1 | 0.26 | 0
Nc1ccccc1C(=O)NNc1ncc(C(F)(F)F)cc1Cl | -0.05 | -0.39 | x
O=C(/C=C/c1ccccc1)N(c1ccccn1)C1CCCCC1 | -0.89 | -0.76 | 4
CCn1c(/C=C/Nc2ccccc2)[n+](CC)c2ccc(Cl)cc21 | 0.82 | 0.41 | -38
Cc1ccccc1NC(=O)/C(C#N)=C/c1ccccc1C(F)(F)F | -1.1 | -0.25 | x
CC(C)OP(=O)(c1ccc(N(C)C)cc1)C(O)c1ccccc1F (stereo unspecified) | -0.59 | -0.96 | -19
CC(=O)NC(Cc1ccccc1)C(=O)NC1CCN(c2ncccc2[N+](=O)[O-])CC1 (stereo unspecified) | 1.1 | 1.3 | 19
CCN(CC)c1nc(N)c2c(N)n(-c3ccccc3C)c(=S)c(C#N)c2c1C#N | -0.35 | -0.48 | 21
O=C(CSc1nc(C2CC2)nc2ccccc12)NCc1ccc2c(c1)OCO2 | -0.73 | -0.14 | 31
O=C(NNS(=O)(=O)c1ccc(Cl)cc1)c1ccc(S(=O)(=O)N2CCCCC2)cc1 | 0.39 | 0.16 | 7
Cc1cc[n+](CC(=O)c2ccc(NC(=O)c3ccccc3)cc2)cc1 | x | x | -16
O=C(Nc1ccc(-n2nncc2-c2ccco2)cc1)c1ccc(F)cc1 | -0.43 | 0.03 | -20
O=C(CC1CCCCC1)NCc1cn2ccsc2n1 | 0.43 | 0.37 | x
Cc1ccc2cc(CN(Cc3ccco3)C(=O)c3ccccc3)c(=O)[nH]c2c1C | -2.2 | -1.4 | x
COc1ccc2nc(NC(=O)CSc3nc(C)cc(C)n3)sc2c1 | -1 | -1.4 | 59
CC1CCCC(NC(=O)c2cn(C)c3ccc(S(=O)(=O)N4CCCC4)cc3c2=O)C1C (stereo unspecified) | -0.15 | -0.84 | x

Nothing new here: entries from further up.
SMILES | SDO1 yeast rescue | SDO1 yeast rescue Rescue 24 h | INS promoter inh
Cc1ccccc1NC(=O)/C(C#N)=C/c1ccccc1C(F)(F)F | -1.1 | -0.25 | x
CC(C)OP(=O)(c1ccc(N(C)C)cc1)C(O)c1ccccc1F (stereo unspecified) | -0.59 | -0.96 | -19

The list is partial, so the mix of outcomes need not match the whole.
